Screens (PubChem BioAssay)
HSP90 refold inh – HSP90 inhibitors, primary screen, cell lysate, luminescence. inhibition, % at 5.6 µM. Rabbit reticulocyte lysate, luciferase refolding luminescence, 3 h. hit rate 0.91% among 290,000. AID 1789, 2009. Heat shock protein HSP 90 (rabbit reticulocyte lysate; luciferase refolding);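 active = inhibition above the screen-wide mean plus 3 SD, computed separately per campaign, cut at about 16% in these data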;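 also: 0% = DMSO wells and 100% = 60 µM geldanamycin wells; inhibitors lower the luminescence because luciferase stays unfolded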
GSK3beta inhib – human GSK3beta kinase inhibitors, primary screen, biochemical, cell-free homogeneous, HTS. Glycogen synthase kinase-3 beta (Homo sapiens), P49841. GST-GSK3beta kinase, ADP-Glo luminescence, 60 min; active compounds read low. activity score (negative = inhibition), % at 10 µM. hit rate 0.038% among 300,000. AID 2097, 2009;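 active = more than half of replicate wells score below -50%, meaning over 50% inhibition versus plate controls; inconclusive = some replicates but at most half score below -50%; inactive = no replicate scores below -50%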;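 also: 0% = median DMSO wells and -100% = median GW8510 positive control wells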
Target sequence (P49841 whole entry, looked up): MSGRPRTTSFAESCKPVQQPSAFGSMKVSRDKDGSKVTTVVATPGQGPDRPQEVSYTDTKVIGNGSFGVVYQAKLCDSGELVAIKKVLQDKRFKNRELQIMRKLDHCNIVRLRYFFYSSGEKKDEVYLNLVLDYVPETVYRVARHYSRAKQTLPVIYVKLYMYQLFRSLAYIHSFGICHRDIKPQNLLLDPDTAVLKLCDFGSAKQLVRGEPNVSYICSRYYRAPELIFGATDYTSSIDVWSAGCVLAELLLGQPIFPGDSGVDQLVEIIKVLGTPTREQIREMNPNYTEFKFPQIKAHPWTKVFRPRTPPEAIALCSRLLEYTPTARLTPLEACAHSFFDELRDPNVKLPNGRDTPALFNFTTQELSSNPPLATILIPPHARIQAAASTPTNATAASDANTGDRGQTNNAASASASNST
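Assay system: GST-tagged human GSK3beta kinase, cell-free; Input: 1.6 ng GSK3beta; Medium: Tris/MgCl2 kinase buffer; Timing: 60 min enzyme reaction, room temperature; Signal: ADP-Glo luminescence quantifying ADP generated by kinase; Evaluation: score relative to plate controls; Benchmarks: DMSO neutral wells and GW8510 at 20 µM as positive.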
HSF1 activator – HSF-1 activators, primary screen, NIH3T3-HGL cells, MG132 stress, luminescence, single point; AID 504408, 2011; hit rate 1.7% among 300,000; activation, % at 9 µM; NIH3T3-HGL HSF-1 luciferase reporter, 8 h; 100% = twice DMSO control signal;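 active = mean replicate activation of at least 50% with a set share of replicates each reaching 50%; inconclusive = only one of those two conditions met; inactive = mean below 50% and too few replicates reaching it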;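 also: 0% = median of the neutral control wells and 100% = twice that signal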
AI-2 QS modul – Vibrio harveyi AI-2 quorum sensing modulators, primary screen, JMH597 strain, luminescence/OD600 ratio; Vibrio harveyi JMH597 AI-2 luminescence/OD600 ratio, 9 h; active compounds read low; strain lacks LuxN and CqsS sensors; 0 = neutral-control median; activity change, % at 7.5 µM; hit rate 0.4% among 300,000; in the data active = activity change below about -75%, passing the limit was not always enough; inconclusive = no clear call, values can overlap the other calls;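 also: luminescence divided by OD600 gain over 9 h not by final OD600 alone; inactives centre near 13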
GSK3A inh – blockers of GSK3A enzyme activity – biochemical, luminescence, cell-free homogeneous, HTS, primary screen; Glycogen synthase kinase-3 alpha (Homo sapiens), P49840; GSK-3 alpha kinase, ADP-Glo luminescence, 60 min; inhibition, % at 10 µM; hit rate 0.1% among 320,000; AID 2650, 2010;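 in the data active = inhibition above about 50%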;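 also: GST-tagged GSK-3 alpha with peptide substrate and 25 µM ATP; 0% = DMSO neutral wells and 100% = GW8510 positive control wells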
PolyA inhibitor – polyadenylation inhibitors in yeast reporter cells, primary screen, luminescence, S. cerevisiae | S. cerevisiae SKY197-pL101 polyadenylation reporter, beta-gal luminescence; efflux-impaired pdr1/pdr3 knockout yeast; score 100 = 6 SD above DMSO | calls only at 12 µM | hit rate 0.02% among 300,000;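 active = lowest replicate activity score at least 50, where 100 means six control SD above control mean; inconclusive = lowest score under 50 but half or more replicates reach 50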;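 also: yeast exposed to compound for 9 h at 30 °C; higher score means more reporter readthrough which indicates perturbed polyadenylation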
HDAC3 inh – HDAC3 deacetylase inhibitors, primary screen, biochemical, fluorescence, cell-free homogeneous; inhibition, % at 8.3 µM; recombinant HDAC3, fluorogenic peptide/trypsin coupled; Histone deacetylase 3 (Homo sapiens), O15379; hit rate 0.15% among 320,000; in the data active = inhibition above about 26%, passing the limit was not always enough; inconclusive = no clear call, values can overlap the other calls
Target sequence (O15379 whole entry, looked up): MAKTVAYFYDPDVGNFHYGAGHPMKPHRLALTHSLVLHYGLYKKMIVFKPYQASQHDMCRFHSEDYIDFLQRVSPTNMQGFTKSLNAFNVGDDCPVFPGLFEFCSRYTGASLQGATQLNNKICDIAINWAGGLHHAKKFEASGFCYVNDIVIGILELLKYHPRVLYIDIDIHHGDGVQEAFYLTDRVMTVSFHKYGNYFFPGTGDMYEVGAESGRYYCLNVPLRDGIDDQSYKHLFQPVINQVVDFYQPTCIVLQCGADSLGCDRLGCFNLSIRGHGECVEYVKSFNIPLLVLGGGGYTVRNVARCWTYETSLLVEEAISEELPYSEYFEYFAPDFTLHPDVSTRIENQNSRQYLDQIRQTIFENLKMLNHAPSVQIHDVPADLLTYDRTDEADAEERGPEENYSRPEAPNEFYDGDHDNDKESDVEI
Dyrk1A ADPGlo – rat Dyrk1A kinase inhibitors, primary screen, biochemical, single point, plate reader; inhibition, % at 12.5 µM; AID 504441, 2011; ADP-Glo luminescence, NFATc1 peptide; hit rate 0.43% among 310,000; Dual specificity tyrosine-phosphorylation-regulated kinase 1A (Rattus norvegicus), Q63470; in the data active = inhibition above about 50%;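 also: plate controls were vehicle with enzyme for no effect and no enzyme for full effect; many of its hits are not listed in these tables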
HSF1 inh – HSF1 inhibitors in luciferase reporter cells, primary screen, cell-based, NIH3T3, luminescence; NIH3T3-HGL HSE-luciferase, MG132-induced, luminescence 8 h; active compounds read low; activity change, negative = inhibition, % at 7.5 µM (by protocol); hit rate 0.77% among 300,000;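 active = more than half of replicate wells show activity change below -50%, luminescence cut by over half; inconclusive = some wells, but at most half, below -50%; inactive = no replicate well below -50%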;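 also: luciferase reports HSF-1 transcriptional activity via heat shock element; 0% = median of DMSO wells and -100% = zero luminescence signal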
Platelet DG rel – inhibitors of platelet dense granule secretion, primary screen, cell-based, MLPCN, human platelets; human platelet-rich plasma, SFLLRN dense granule ATP release, luminescence; inhibition, %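 (compounds screened at 7.5 µM in platelet-rich plasma)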; hit rate 0.22% among 300,000;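 active = mean replicate score, as percent of positive control, at or above 50; inconclusive = mean below 50 but at least one replicate at or above 50; inactive = mean and every replicate below 50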
Active calls of the source: *; i = inactive; ? = inconclusive; . = no result given. Some of the compounds tested; count on the stated rates, not on these rows.

HSP90 refold inh	GSK3beta inhib	HSF1 activator	AI-2 QS modul	GSK3A inh	PolyA inhibitor	HDAC3 inh	Dyrk1A ADPGlo	HSF1 inh	Platelet DG rel	smiles
-3	5	12	8	-1	i	-2	0	0	5	CC(CCc1ccccc1)NC(=O)COC(=O)c1ccc(NC(N)=O)cc1 (centres undefined)
0	0	17	19	0	i	2	3	6	3	Cc1cccc(NC(=O)C2(c3ccc([N+](=O)[O-])cc3)CCCC2)c1
2	2	13	14	2	i	1	-13	-3	1	Cc1ccc(NC(=O)/C=N/OCC(=O)NCc2ccccc2Cl)cc1
0	-1	11	-3	-2	i	4	-6	-3	-13	O=C(CN1c2ccccc2Sc2ccccc21)N/N=C/c1ccccc1
-2	-2	21	6	.	i	?	15	10	4	CCCc1cc(-c2n[nH]c(C)c2-c2ccc(C(=O)OCC)o2)c(O)cc1O
-3	0	2	21	0	i	.	8	0	4	CCOC(=O)CN(C(=O)CCC(=O)Nc1cc(C)on1)C(C(=O)NC1CCCC1)c1cccnc1 (centres undefined)
5	3	19	16	1	i	4	10	15	0	CCOC(=O)Cn1cnc2c(cnn2-c2ccc(Cl)cc2)c1=O
7	1	29	13	.	i	.	-3	8	1	COc1ccccc1N(C(=O)c1snc(C(N)=O)c1N)C(C(=O)NCc1ccccc1)c1ccc(C)o1 (centres undefined)
1	-2	3	-1	0	i	-6	-4	4	-6	O=C(NNC(=O)C(c1ccccc1)c1ccccc1)c1cccs1
0	4	26	20	-4	i	-4	.	0	-2	Cc1cc(NC(=O)CSc2nc(-c3ccccc3Cl)nc3c2c(=O)n(C)c(=O)n3C)no1
.	1	8	19	4	i	4	.	7	1	Cc1ccccc1N=Nc1c(O)[nH]c2ccccc12
.	.	-4	.	-3	.	-3	2	-4	.	O=C(NCC1CCCO1)c1ccccc1NS(=O)(=O)c1cc([N+](=O)[O-])ccc1Cl (centres undefined)
2	3	-4	19	1	i	-347	2	0	5	N=c1c(C(=O)NCc2ccc(F)cc2)cc2c(=O)n3ccccc3nc2n1Cc1cccnc1
-2	2	6	17	0	i	-1	.	8	8	CCOC(=O)C1=C(CC)Nc2ccccc2N=C1NC(=O)CCNC(C)=O
-1	1	6	17	-1	i	5	-7	3	0	Cc1cc(=O)[nH]c(SCC(=O)c2ccc3c(c2)NC(=O)CO3)n1
-3	.	-12	.	1	i	7	11	-10	-27	COc1ccc(C(=O)N/C(=C/c2ccco2)C(=O)NCc2ccco2)cc1
3	-4	-14	15	-1	i	2	-6	2	1	CN1CCN(c2ccc(S(=O)(=O)N3CCOCC3)cc2NC(=O)COc2ccc(F)cc2Cl)CC1
.	2	14	61	4	i	-3	5	2	2	CC(=O)Nc1ccc(NC(=O)CSc2nnnn2C2CCCCC2)cc1
1	-2	-34	-2	1	i	-9	16	-19	2	Cc1cccc(NC(=O)CSc2cccc3cccnc23)c1C
6	3	57*	52	-2	i	-3	20	30	1	COc1ccc(-c2cn[nH]c2-c2ccc(OCc3ccc([N+](=O)[O-])cc3)cc2O)cc1OC
-6	2	6	26	-4	i	-6	0	-4	0	O=C(O)c1ccccc1/C=N/NC(=O)C1CCCC1
1	4	-9	4	-4	i	-5	1	2	5	Cc1c(F)cccc1NS(=O)(=O)c1ccccc1C#N
-5	4	8	-1	2	i	3	-3	-2	1	O=C(NCc1nnc(SCC(=O)N2CCOCC2)o1)c1cccs1
2	5	1	15	-1	i	-17	3	0	6	COc1ccc(OC)c(N=Cc2c(O)[nH]c3ccccc23)c1
0	0	22	-4	-2	i	2	4	0	-1	Cc1ccc(S(=O)(=O)N(Cc2ccccc2)c2ccccc2C(=O)NCc2ccco2)cc1
3	1	-6	21	1	i	-2	0	3	-5	COc1ccccc1NCCC(=O)OCC(=O)NC1CCCCC1
0	1	-7	19	-1	i	3	1	0	-3	Cc1cccc(C(=O)NNC(=O)c2ccccc2-n2cccc2)c1
3	1	-15	11	-4	i	?	0	-10	-15	COc1ccc(-c2csc(/C(C#N)=C\c3ccc(OC)c([N+](=O)[O-])c3)n2)cc1
-2	-26	-5	18	-1	i	-1	-5	6	2	CN(C)S(=O)(=O)c1cccc(NC(=S)NN=C(Cc2ccccc2)Cc2ccccc2)c1
2	-3	-2	-3	0	i	1	-4	1	-1	CCOC(=O)c1c(N)sn(-c2ccccc2)c1=S
5	-2	21	-9	0	i	3	-4	3	-2	CCOCCCNc1nc2ccccc2[nH]1
-4	-2	-2	-9	2	i	-5	0	0	9	COc1ccc(Cl)cc1N/C(N)=N/c1nc(C)cc(=O)[nH]1
4	-4	-10	11	4	i	1	3	-1	-6	COC(=O)c1ccc(S(=O)(=O)NCCSc2nnc3c4ccccc4n(C)c3n2)cc1
8	3	-3	4	1	i	-172	2	3	5	Cc1c(C)c2c(OCC(=O)N3CCC(O)CC3)cc3c(c2oc1=O)CCC(C)(C)O3
4	3	-2	31	.	i	.	-2	-8	-6	O=C(O)c1ccc2c(c1)C(=O)N(c1cccc(S(=O)(=O)Nc3cccc(C(F)(F)F)c3)c1)C2=O
0	1	.	12	-1	i	1	-5	.	-1	O=C(Cn1c(=O)c(=O)n(Cc2ccccc2)c2ccc(Cl)cc21)NCC1CCCO1 (centres undefined)
4	0	8	32	-1	.	5	8	8	3	Cc1cccc(-c2c3c(=O)n(C)c(=O)n(C)c3cn2-c2ccccc2O)c1
5	8	10	-2	-6	i	-6	1	6	-1	CCC(CC)NC(=O)COC(=O)c1cc(Br)ccc1Cl
-1	1	0	4	-4	i	1	.	3	-1	CNCCC(=O)N1c2ccccc2CCc2ccc(NC(=O)OC)cc21
-2	4	-4	23	0	i	3	.	6	5	COc1ccc(C(CNC(=S)NCc2ccccc2)N2CCCC2)cc1 (centres undefined)
1	1	4	17	0	i	0	.	-8	-2	Cc1onc(-c2c(F)cccc2Cl)c1C(=O)c1ccc(F)cc1
5	0	-8	10	-1	i	-4	2	2	5	COc1cc(OC)cc(C(=O)NCCCN2CCOCC2)c1
0	1	8	30	0	i	9	2	-2	10	O=C1/C(=C/c2cccnc2)SC(=S)N1C1CCS(=O)(=O)C1 (centres undefined)
2	3	1	-11	0	i	11	.	3	-1	O=C(CCn1c(=S)[nH]c2cc3c(cc2c1=O)OCO3)N1CCc2ccccc2C1
2	4	6	27	-2	i	-7	-2	-10	-3	COC(=O)c1cc(C(=O)NCCC(C)C)cc([N+](=O)[O-])c1
-1	4	10	28	-3	i	-10	-5	-10	-5	COc1cc(/C=C/C(=O)Nc2nnc(CC(C)C)s2)cc(OC)c1OC
1	0	40	0	-1	i	3	-2	1	2	COc1cccc(NC(=O)Nc2nnc(Cc3ccc(F)cc3)s2)c1
-2	3	18	30	0	i	-9	-2	3	-5	CCCCN1CC(O)=C(c2nc(-c3ccc(Br)cc3)cs2)C1=N
5	1	-2	17	-1	i	-1	0	-7	-3	CCn1c(SCCC#N)nnc1-c1ccncc1
5	2	-8	20	-1	i	3	1	-2	1	Cc1cc(C)n(-c2nnc(C)n2/N=C/c2ccccc2F)n1

The results go on:
HSP90 refold inh	GSK3beta inhib	HSF1 activator	AI-2 QS modul	GSK3A inh	PolyA inhibitor	HDAC3 inh	Dyrk1A ADPGlo	HSF1 inh	Platelet DG rel	smiles
-1	-6	-1	40	1	i	-5	-10	6	-3	CCOc1ccc2[nH]c(=O)c(CN(CCO)C(=O)c3ccc(Br)cc3)cc2c1
-4	-2	2	12	-1	i	-5	-9	-6	-3	O=C(C/C=N/OCc1ccc(F)cc1Cl)c1cnc(-c2ccccc2)s1
3	3	-10	20	1	i	-1	23	1	-1	O=C(Nc1nc2ccccc2n1CCN1CCCC1)C1CCCCC1
10	-2	-3	-35	2	i	5	4	2	0	COc1cc(CCCN2C(=S)NC[C@@H]2c2ccccc2)cc(OC)c1OC
1	0	0	3	-2	i	-3	-2	-8	-1	COc1ccc(CCN2C(=O)CSC2c2ccc(OC)c(OC)c2)cc1OC (centres undefined)
-3	.	.	.	0	.	-2	-7	.	.	COc1ccc(N=c2oc3c(OC)cccc3cc2C(=O)NCc2ccco2)cc1OC
4	-2	-2	-85*	-1	i	6	7	-6	0	CCC(C(=O)Nc1c(C)cc(C)cc1C)N1CCCCCC1 (centres undefined)
4	0	-9	33	-10	i	-1	9	5	-3	CCOC(=O)c1c(C)oc2ccc(NS(=O)(=O)c3ccc4c5c(cccc35)C(=O)N4)cc12
2	-1	2	16	-2	i	-1	.	-3	3	Cc1ccc(C(=O)Oc2ccccc2C(=O)N2CCOCC2)cc1
5	.	12	.	-2	i	-1	.	-6	7	C/C(=N\Nc1ccc(Cl)c(C(=O)O)c1)c1cc2ccccc2o1
0	5	30	23	1	i	-8	3	6	9	CCC(=O)Nc1ccc(/C(C)=N\NC(=O)c2ccc(OC)cc2)cc1
-3	-1	-2	53	25	i	6	5	-3	-2	N#Cc1sc2nc3c(c(-c4cccnc4)c2c1N)CCC3
2	-4	1	17	4	i	5	11	-1	12	O=c1cc(CO)oc(C(Nc2ccccn2)c2ccccc2F)c1O (centres undefined)
.	0	1	34	-1	i	2	.	7	1	C=C1CCN([C@@H](CC(C)C)C(=O)Nc2nc3ccc(Cl)cc3s2)S(=O)(=O)c2ccccc21
-2	-2	15	6	-3	i	-2	-4	-3	-2	O=C(CC1C(=O)NCCN1Cc1ccc(F)cc1)NCCCn1cccn1 (centres undefined)
-2	1	-5	8	-1	i	10	0	-2	9	CC(C)Nc1nc(NC(C)C)nc(N(C)C#N)n1
1	0	18	30	-1	i	2	6	-4	0	Cc1csc(NC(=O)CSc2nnc(-c3ccncc3)o2)n1
3	-1	8	0	1	i	8	4	6	-3	COCCCNc1ncnc2c1sc1nc(-c3ccco3)c3c(c12)CC(C)(C)OC3
-3	-1	-84	42	4	i	4	.	-79*	5	COc1ccc(Cl)cc1S(=O)(=O)N1CCC(C(=O)NCCc2ccccc2)CC1
-1	1	28	-20	-2	i	7	.	4	11	COC(=O)c1cc(-c2ccccc2)sc1NC(=O)CN1C(=O)c2ccccc2C1=O
